Screens (PubChem)
NCI-60 one-dose screen, 48 h, at 10 µM unless noted. Numbers give growth in % (100 = growth as untreated, 0 = no growth, -100 = all killed).
HL-60(TB): HL-60(TB) leukemia cells; actives 9% (n = 78,000); active means growth percent below 10
Starred values were filed as active, the others as inactive; & = joins results of further samples; [ ] = another dose, or the depositor's remark. This is a subset (hit frequency here may not be typical).

SMILES	HL-60(TB)
CCc1ccc(Nc2ncnc3c2c(C)nn3-c2ccc([N+](=O)[O-])cc2)cc1	96
C/C(=C(/C)C1CC1CCNS(=O)(=O)c1ccc(C)cc1)c1ccc(C(C)(C)C)cc1 (stereo not drawn)	69
Cn1c(=O)sc2cc3ccccc3nc21	126
C/C(=C\c1cc(C(F)(F)F)nn1CCNC(=O)OC(C)(C)C)[C@@H]1C[C@@H]2O[C@]2(C)CCC[C@H](C)[C@H](O)[C@@H](C)C(=O)C(C)(C)[C@@H](O)CC(=O)O1	14
Cc1cc(C(C)(C)C)cc(C)c1[N+](=O)[O-]	102
CCOC(=O)c1no[n+]([O-])c1C(=O)OCC	91
O=C1c2ccccc2C(=O)c2c1ccc(C(=O)Cl)c2[N+](=O)[O-]	102
CC12CCC=CC1CCC1C2CCC2(C)C(c3ccc(=O)oc3)CCC12O (stereo not drawn)	-28*
CS(=O)(=O)c1ccc(C(=S)Nc2ccc(Cl)c(-c3ccccn3)c2)c(Cl)c1	104
Cc1cc(C)c(O)c(CN(C)Cc2cc(Cl)cc(Cl)c2O)c1	64&41
O=C(O)c1ccc(-n2cc(/C=N/Nc3ccc(F)cc3F)c(-c3ccc(O)cc3)n2)cc1	72
COc1ccc(-n2ncn(Cn3cnn(-c4ccc(OC)cc4)c3=O)c2=O)cc1	107
COC(=O)c1ccccc1NC(=O)c1nnn(-c2ccccc2)c1-c1ccco1	101
Cc1nnc2[nH]c(=O)c(/C=C\c3ccco3)nn2c1=O	69
CCOC(=O)P(=O)(OCC)OCC	113
O=C1c2cccc3c(-c4ccc5c(c4)ncn5C4CCCCC4)ccc(c23)C(=O)N1c1ccc(F)cc1	96
Cc1[nH]n(C(=O)c2ccncc2)c(=O)c1N=Nc1ccc(S(=O)(=O)Nc2ccncn2)cc1	91
COc1ccc(/C=C2/Oc3c(c(OC)c4ccoc4c3CN3CCOCC3)C2=O)cc1	69
CCCN(CCC)C(C)C(O)c1cc2c(c3ccccc13)CCCC2 (stereo not drawn)	93
CC(C)(NC(=O)O[C@@H]1CN2CCC1CC2)c1csc(-c2cccnc2)n1	91
CCC1(CC)CC1C(N)=O (stereo not drawn)	107
CCOc1cccc(/C=N/NC(=O)c2cccc(Nc3ccnc(C(F)(F)F)c3)c2)c1O	14
NS(=O)(=O)c1ccc(NNCCC(=O)c2ccc3ccccc3c2)cc1	100
C[N+](C)(C)CC(=O)O	102&113
N#C/C(=C\c1ccc(-c2ccc(Br)cc2)o1)c1nc2ccccc2s1	103
COc1cccc(Cc2cc(-c3ccccc3)n[nH]c2=O)c1	100
CC(=O)O[C@H]1Cc2c([nH]c3ccccc23)[C@@H](c2ccc(Cl)cc2)N1C(=O)CCNC(C)(C)C	17
Cc1nc2sc(-c3ccc(CN4CCN(C)CC4)cc3)nn2c(=O)c1Cl	103
CC1(C(Cl)(Cl)Cl)C=CC(=O)C=C1	70
COc1cc(CSc2nc3ccc(C)cc3c(=O)n2Cc2ccccc2)cc(OC)c1OC	17
O=[N+]([O-])c1cc(Br)c2cccnc2c1O	50
C=CC[Se]C(=O)CCc1ccccc1	100
CC(=O)Nc1cc2c(cc1[N+](=O)[O-])-c1ccc([N+](=O)[O-])cc1C2	99
O=[N+]([O-])c1ccc(Sc2nc3ccccc3[nH]2)c(Cl)c1	104
N#Cc1c(-c2ccccc2)nc2c(c(-c3ccc(Cl)cc3)nn2-c2ccccc2)c1-c1ccccc1	102
CCCC1OCC2(CO)COC(CCC)N12 (stereo not drawn)	104
Cc1cc(C)cc(CCCCCCCCCCCCCCCCCC(=O)O)c1	71
O=C1S/C(=C\c2ccc(Br)cc2)C(=O)N1/N=C/c1ccc(Br)cc1	100
CN(c1ccc(F)cc1)S(=O)(=O)c1ccc(-c2cnc(C3CC3)o2)cc1	-16*
COc1ccccc1NC(=O)CSc1n[nH]c(-c2ccncc2)n1	93
CCCCCCCCCCCC1=NC(C)(C)CO1	83
COc1cc(-c2nc(N3CCOCC3)c3ccccc3n2)cc(OC)c1OC	57
COc1ccc(Oc2nc(NC3CCCCCC3)nc(Oc3ccc(OC)cc3)n2)cc1	79
CN1CCN(c2ccc3nc4c(nc3c2C(F)(F)F)C(=O)c2ncccc2C4=O)CC1	-50*
CCCN(CCC)CC(O)c1cc(C(F)(F)F)nc2c(C(F)(F)F)cccc12 (stereo not drawn)	102
CCCN(CCC)CC(O)CNc1cc(OC)cc2cccnc12 (stereo not drawn)	90
CC[N+]1(C)CSC(=S)N(C)C1 (stereo not drawn)	102
O=C(Nc1ccc(Cl)cc1)Nc1cccc2nsnc12	60
N#CSc1cc(SC#N)c2ccccc2c1N	72
Cc1ccc(N=Nc2c(N)nn3c(-c4cc5ccccc5oc4=O)ccnc23)cc1	36
CCOC(=O)Cc1csc(NC(=O)NCn2c(=O)[nH]c3ccccc3c2=O)n1	81
CC/C=C\C/C=C\C/C=C\CCCCCCCCOc1ccccc1CCOP(=O)(O)OCC[N+](C)(C)C	99
NC(=O)c1ccc(NC(=O)c2cc3ccccc3o2)cc1	94
O=C1OCCN1/N=C/c1ccc([N+](=O)[O-])o1	94
CC(C)[C@H](NC(=O)c1cc(-c2ccc(F)cc2)nn1CCCCCF)C(N)=O	103
COc1cnc2c(c1)C(=O)c1c-2n(CCCN2CCC(O)CC2)c(=O)c2cc(F)ccc12	-8.3*
N#Cc1c(NC(=O)c2ccc(C(F)(F)F)cc2)sc2c1CCC(O)=C2	6.3*
O=C(O)c1ccc(NC(=S)NC(=O)c2ccccc2)cc1	102
O=C(O)/C(Br)=C/c1c[nH]c2ccc(Br)cc12	97
O=CC(S)CO (stereo not drawn)	100
(listing goes on)
SMILES	HL-60(TB)
O=C1NCCNC1c1ccccc1 (stereo not drawn)	71
COC(=O)/C=C/c1ccc(OC(C)=O)cc1	41
CC(C)(c1cc(Cl)c(O)c(CN2CCOCC2)c1)c1cc(Cl)c(O)c(CN2CCOCC2)c1	90
COc1cc2c(nn1)CCCC2	94
CCCCCCC(C)NCCO (stereo not drawn)	91
N#Cc1c(-c2ccc(O)cc2)nc(SCC(=O)NNc2ncnc3ccccc23)n(Cc2ccccc2)c1=O	107
CN1/C(=C/C=C/c2n(Cc3ccc4ccccc4c3)c(Cl)c(Cl)[n+]2Cc2ccc3ccccc3c2)Oc2ccccc21	99
O=C1/C(=C/c2ccco2)SC(=S)N1CC(=S)C1CCS(=O)(=O)C1 (stereo not drawn)	97
COC1=C(N=[N+]=[N-])C(=O)C(OC)=C(N=[N+]=[N-])C1=O	103
COc1cc(C2CC(=O)c3ccccc3N2)cc(OC)c1OC (stereo not drawn)	99
CCCCn1c(=O)[nH]c2c(c1=O)C(c1ccc(F)cc1)c1c([nH]c(=O)n(CCCC)c1=O)N2	100
CCS(=O)(=O)OCCCl	87
CN(C)c1ccc(/C=C(/CC(=O)c2ccc(Cl)c(Cl)c2)C(=O)NN)cc1	98
COC(=O)[C@H]1CCCN1C(=O)[C@@H]1CCCN1C(=O)[C@H](C)NC(=S)Nc1cc(C(F)(F)F)cc(C(F)(F)F)c1	95
CC(=O)O[C@H](C[C@H](C(C)C)N(C)C(=O)[C@H](C)NC(=O)[C@H]1CCCN1C)c1nc(C(=O)N[C@@H](Cc2ccccc2)C[C@H](C)C(=O)O)cs1	38

Some of the entries so far, with bars between the fields:
structure | HL-60(TB)
CC/C=C\C/C=C\C/C=C\CCCCCCCCOc1ccccc1CCOP(=O)(O)OCC[N+](C)(C)C | 99
NC(=O)c1ccc(NC(=O)c2cc3ccccc3o2)cc1 | 94
O=C1OCCN1/N=C/c1ccc([N+](=O)[O-])o1 | 94
CC(C)[C@H](NC(=O)c1cc(-c2ccc(F)cc2)nn1CCCCCF)C(N)=O | 103
COc1cnc2c(c1)C(=O)c1c-2n(CCCN2CCC(O)CC2)c(=O)c2cc(F)ccc12 | -8.3*
N#Cc1c(NC(=O)c2ccc(C(F)(F)F)cc2)sc2c1CCC(O)=C2 | 6.3*
O=C(O)c1ccc(NC(=S)NC(=O)c2ccccc2)cc1 | 102
O=C(O)/C(Br)=C/c1c[nH]c2ccc(Br)cc12 | 97
O=CC(S)CO (stereo not drawn) | 100
O=C1NCCNC1c1ccccc1 (stereo not drawn) | 71
COC(=O)/C=C/c1ccc(OC(C)=O)cc1 | 41
CC(C)(c1cc(Cl)c(O)c(CN2CCOCC2)c1)c1cc(Cl)c(O)c(CN2CCOCC2)c1 | 90
COc1cc2c(nn1)CCCC2 | 94
CCCCCCC(C)NCCO (stereo not drawn) | 91
N#Cc1c(-c2ccc(O)cc2)nc(SCC(=O)NNc2ncnc3ccccc23)n(Cc2ccccc2)c1=O | 107
CN1/C(=C/C=C/c2n(Cc3ccc4ccccc4c3)c(Cl)c(Cl)[n+]2Cc2ccc3ccccc3c2)Oc2ccccc21 | 99
O=C1/C(=C/c2ccco2)SC(=S)N1CC(=S)C1CCS(=O)(=O)C1 (stereo not drawn) | 97
COC1=C(N=[N+]=[N-])C(=O)C(OC)=C(N=[N+]=[N-])C1=O | 103
COc1cc(C2CC(=O)c3ccccc3N2)cc(OC)c1OC (stereo not drawn) | 99
CCCCn1c(=O)[nH]c2c(c1=O)C(c1ccc(F)cc1)c1c([nH]c(=O)n(CCCC)c1=O)N2 | 100
CCS(=O)(=O)OCCCl | 87

(more compounds)
SMILES	HL-60(TB)
CCCCCc1nc(N)nc(-c2nc(N)nc(CCCCC)c2C)c1C	96
Cc1ccc(NC(=O)Cn2nncc2CN2C(=O)CSC2=O)cc1	97
Oc1cc(Br)ccc1C=Nc1ccc(N2CCCCC2)cc1	85
CC12CCC(C(=Nc3ccc(N=C4C(=O)C5(C)CCC4C5(C)C)cc3)C1=O)C2(C)C	90
CN1C(=O)C2(SCC(C(=O)NCC(=O)OC(C)(C)C)N2C(=O)C2CCCCC2)c2ccccc21 (stereo not drawn)	94
N#Cc1c(-c2ccccc2)cc(-c2cc(=O)oc3ccc(Cl)cc23)c(C#N)c1N	96
COc1cc2nc(-c3ccc(-n4cncc4-c4ccc(N)cc4)cc3)sc2c(OC)c1OC	20
N=C(N)SCc1cccs1	84
CCOC(=O)C1OC1c1ccccc1 (stereo not drawn)	97
COc1ccc(C(=O)/C=C/c2ccc(C)cc2)cc1S(N)(=O)=O	56
CCC/C(=C\c1ccc(O)c(O)c1)C(=O)NC(Cc1ccccc1)C(=O)C(=O)NCCc1ccc(OC)cc1 (stereo not drawn)	80
CCCC(O)Cn1ncc(C(=O)OCC)c1NC(=O)NCc1ccc(F)cc1 (stereo not drawn)	67
O=C(O)c1ccc(=O)oc1	83
CC1(c2ccccc2)OC1C(=O)O (stereo not drawn)	103
Cc1cc(C)c2c(c1)CC(C)(C)C(=O)OC2=O	86
NC(=S)N/N=C/Cc1ccccc1	47
O=c1c2c3c(sc2n2c(-c4ccc([N+](=O)[O-])cc4)nnc2n1Cc1ccccc1)CCCC3	84
CCCCn1ccnc1	119
Cc1c(C(c2ccccc2)c2ccccc2)ccc(C(c2ccccc2)c2ccccc2)c1N	90
N#CCc1ncc(-c2ccc(C(F)(F)F)cc2)c(NC2CCCCCC2)n1	-28*[100 µM]
CC1(C)c2ccccc2C(=O)C1Cc1ccccc1 (stereo not drawn)	84
CNC(=O)n1cc(Cl)ccc1=O	106
CCCCCCCCCCCCNC(=S)N/N=C/c1ccc([N+](=O)[O-])cc1	101
O=COCCc1ccccc1	106
N#CCCN1C(=O)c2ccccc2C1=O	98
Cc1cccc(C)c1Nc1nnc(-c2ccc(Cl)cc2)o1	87
N#Cc1c(-c2ccc(Br)cc2)cc(-c2c[nH]c3ccccc23)nc1N	29
Clc1ccc(SSc2ccccc2)cc1	104
COc1ccc(C2=NN(/C=C3\SC(=O)NC3=Nc3ccc(Cl)cc3)C(c3ccc(F)cc3)C2)cc1 (stereo not drawn)	99
CC1=C(C(=O)OCc2ccccc2)C(c2ccc(N(C)C)cc2)n2c(nc3ccccc32)N1 (stereo not drawn)	74
CCCCN(CCCC)CCCCCCCN1CCCc2cc(OC)ccc21	81
Nc1cc2c(cc1N)C(O)c1ccccc1-2 (stereo not drawn)	111
C=C(C)[C@@H]1CC[C@]2(C=O)CC[C@]3(C)[C@H](CC[C@@H]4[C@@]5(C)CCC(=NCCC(=O)O)C(C)(C)[C@@H]5CC[C@]43C)[C@@H]12	101
CCCC(=S)N1CCN(c2ccccc2)CC1	93
Nc1nc2c(ncn2C2CCCCC2)c(=O)[nH]1	95
COc1cc(/C=C/c2nnc(-c3cc(-c4ccc(Cl)c(Cl)c4)n[nH]3)o2)cc(OC)c1OC	96
Cc1nc2ccccc2c(=O)n1/N=C\c1ccc2c(c1)CCC2	101
Cc1nn(C)c2ncnc(Nc3ccc(Cl)cc3)c12	100
N#CC(C#N)=NNc1ccc(S(=O)(=O)O)cc1	58
O=C(O)c1ccccc1.[Ag]	113
NS(=O)(=O)c1ccc(-n2c(-c3ccccc3)nc(/C=C3\C=Nc4ccccc43)c2O)cc1	92
c1ccc(-c2nc3nonc3nc2-c2ccccc2)cc1	85
CSC1=NCCCN1	80
COc1ccc(CC(=O)N2CCc3cc(OC)c(OC)cc3C2O)cc1OC (stereo not drawn)	116
C[C@H]1[C@H](C)CC[C@]2(C(=O)NCCCNCCCCNCCCN)CC[C@]3(C)C(=CC[C@@H]4[C@@]5(C)C/C(=C/c6ccncc6)C(=O)C(C)(C)[C@@H]5CC[C@]43C)[C@H]12	26
CN=NNc1nc[nH]c1C(N)=O	98&108
OC(CNC1CCCCC1)CO/N=C1\CCSc2c(Cl)cccc21 (stereo not drawn)	55
Nc1ccc(S(=O)(=O)O)c(N)c1	116
COc1ccc2c(c1)[nH]c(=O)c1c3cccc(F)c3cn21	11
O=C(Nc1nc2cc(Cl)ccc2o1)c1ccc(C(=O)Nc2nc3cc(Cl)ccc3o2)cc1	57
Oc1ccc(-c2ncc(-c3cccnc3)o2)cc1	97
O=C(CSc1nnc(Cn2c(C(F)(F)F)nc3ccccc32)o1)Nc1ccc(Cl)cc1	75
NC1CC2CCCCC2CC1(O)c1ccccc1 (stereo not drawn)	91
C1CCC(CCCC2CCCCC2)CC1	84
